HEK293 cAMP cs = raises cAMP in parental HEK293 cells, TSHR agonist counter-screen; hit rate 2.5% among 73,000; Potency, µM (top dose mostly 57.1 µM), for inactives: top-dose activation, usual class: activators; parental HEK293 CNG cAMP sensor, membrane potential fluorescence; note: potency is the fitted concentration of half-maximal effect; % of control where 0% means no effect; nearly all actives have a fitted effect of over 55% in size
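Counterscreen for endogenous-receptor signalling: CNG-channel HEK 293 cells report cAMP rise by membrane depolarization. After 60 min dye equilibration with 100 uM RO 20-1724, compounds incubated 30 min before bottom-read fluorescence at 590 nm.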
Casp1 inh = blocks human caspase-1 allosterically or competitively; P29466; AID 900; Potency, µM (series often up to 57.5 µM), for inactives: at the highest dose activity change, negative = inhibition, hits mostly inhibitors; hit rate 0.03% among 75,000; Caspase-1 enzyme, Ac-WEHD-AFC fluorogenic rate;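 note: potency is the fitted concentration of half-maximal effect; plate controls were vehicle for no effect and no substrate for full effect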
Caspase-7 inhib = allosteric or competitive inhibitors of human caspase-7 | Potency, µM (highest dose often 57.5 µM), for inactives: top-dose activity change, negative = inhibition, usual class: inhibitors | recombinant caspase-7, Ac-DEVD-AFC fluorescence rate | hit rate 0.02% among 75,000 | P55210; active = well fitted inhibition curve with a large enough effect in the main read-out, with a control signal flat, not every such curve was filed as active; inconclusive = small, poorly fitted or top-dose-only effect, or a change in a side signal; note: potency is the fitted concentration of half-maximal effect; % of control where 0% means no effect
Rhodamine autofl = rhodamine region autofluorescence; hit rate 0.05% among 59,000; Rhodamine-region fluorescence, 547/598 nm, Tris buffer; active compounds read high; max dye-equivalent concentration, M; in the data active = max dye-equivalent concentration above about 11 nM; inconclusive = between about 1.1 nM and that limit
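Steps: pin-transfer compounds into pH 8.0 Tris (100 mM), hold 15 min at room temperature, image with a 547/598 nm filter pair, and convert intensities to rhodamine-equivalent concentration using a six-point on-plate rhodamine series.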
FLuc inh = blocks Photinus pyralis firefly luciferase activity; purified firefly luciferase, luminescence, 8 min; Potency, µM (top dose mostly 57.1 µM), inactives show at the highest dose activity change, negative = inhibition, most hits filed as inhibitors; hit rate 2.2% among 72,000; note: potency is the fitted concentration of half-maximal effect; % is set by controls: 0 for no effect and ±100 for the full control effect; nearly all actives have a fitted effect of over 40% in size
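Luminescence read-out after 8 min at room temperature; enzyme reaction used luciferin plus 10 uM ATP (linear range) in imidazole buffer pH 7.2 with KCl, MgCl2, Tween 20 and BSA. Each sample was run as a titration.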
Tau filament bind = binds recombinant human tau filaments; P10636; recombinant tau filaments, thioflavin S fluorescence, 15 h; filaments grown with octadecylsulfate alongside compound; Potency, µM (doses to about 57.1 µM), inactives show at the top dose activity change, negative = inhibition; hit rate 2% among 71,000; AID 596;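 note: potency is the fitted concentration of half-maximal effect; % is set by controls: 0 for no effect and ±100 for the full control effect; actives lower thioflavin S fluorescence by blocking filaments or displacing dye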
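Read-out: ThS fluorescence, 450 nm excitation/510 nm emission; lower signal marks blocked filament formation or displaced dye. Tau at 1 uM with 30 uM ODS, 10 uM ThS, 5 mM DTT, 100 mM NaCl, 10 mM HEPES pH 7.4; 15 h, 37 C.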
ERK AVP inh = blocks ERK signaling stimulated by vasopressin. HEK293-V1b, vasopressin-stimulated pERK AlphaScreen. Potency, µM (doses to about 57.5 µM), without a hit: at the top dose activity, negative = inhibition, hits mostly inhibitors. hit rate 0.99% among 72,000; note: potency is the fitted concentration of half-maximal effect; % is set by controls: 0 for no effect and ±100 for the full control effect; nearly all actives have a fitted effect of over 55% in size
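V1b-HEK293 cells; cpd 30 min 37C; 25 nM vasopressin 5 min; lyse 10 min; AlphaScreen beads 5 hr RT. Normalized to DMSO basal and 25 nM vasopressin; AC50 by Hill fit.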
HADH2 inhib = inhibitors of human HADH2 dehydrogenase; Q99714; recombinant HADH2, NADH fluorescence, beta-hydroxybutyryl-CoA; hit rate 3.4% among 73,000; Potency, µM (top dose mostly 57.1 µM), inactives show at the top dose activity change, negative = inhibition, actives largely listed as inhibitors; note: potency is the fitted concentration of half-maximal effect; % is set by controls: 0 for no effect and ±100 for the full control effect; nearly all actives have a fitted effect of over 60% in size; many of its hits are not listed in these tables
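20 nM HADH2 + cpd, 15 min RT; add 1 mM NAD+/90 uM beta-hydroxybutyryl-CoA; kinetic fluorescence 360/450 nm, 4 min. Tris-HCl pH 9.0, 0.01% Tween-20.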
Fluorescein fluor = compound autofluorescence in fluorescein spectral region | Compound autofluorescence, 480/540 nm, fluorescein-equivalent; active compounds read high | max fluorescein-equivalent concentration, M | hit rate 0.91% among 59,000; in the data active = max fluorescein-equivalent concentration above about 10 nM; inconclusive = between about 1.1 nM and that limit
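Compounds (23 nL) in 100 mM Tris pH 8.0, 15 min at room temperature, then fluorescence read at 480 nm excitation/540 nm emission. Signal converted to fluorescein-equivalent concentration from an on-plate fluorescein standard curve.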
Texas Red fluor = compound fluoresces in the Texas Red spectral region. max dye-equivalent concentration, M. hit rate 0.06% among 59,000. Compound fluorescence, Texas Red channel, 547/618 nm; active compounds read high; in the data active = max dye-equivalent concentration above about 10 nM; inconclusive = between about 1.1 nM and that limit
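Dye-equivalent concentrations come from scaling compound signal (ex 547, em 618 nm) to six Texas Red standard concentrations run on every plate, after 15 min room-temperature incubation in pH 8.0 Tris (100 mM).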
USP2a inhib = inhibitors of human ubiquitin-specific protease USP2a; USP2a enzymatic assay, qHTS inhibition; AID 927; hit rate 0.1% among 60,000; Potency, µM (series often up to 38.3 µM), inactives show at the highest dose activity change, negative = inhibition, hits mostly inhibitors;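 note: potency is the fitted concentration of half-maximal effect; nearly all actives have a fitted effect of over 60% in size; plate controls were DMSO for no effect and NEM full inhibition control for full effect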
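Coupled readout: USP2-cleaved Ub-PLA2 (20nM final) turns over NBD C6-HPC (20uM final), Ex 460nm/Em 535nm after 2.5 h, time-zero read flagging artifacts. Enzyme (20nM final, pH 8.0 Tris) given 30 min RT with compound first; NEM defines full inhibition.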
* = called active by the depositor; i = inactive; ? = inconclusive; nt = no result given; [ ] = dose if it differs, or a comment. Unless noted, calls come from the whole dose curve; as a rule, active = well fitted curve in the direction sought with a large enough effect; inconclusive = small, poorly fitted or top-dose-only effect, or another doubt; inactive = no such curve, though single readings can be large; an effect the other way counts as inactive or inconclusive. The list is partial; the hit share may differ from the screen's.

Screens in order: ERK AVP inh, USP2a inhib, Texas Red fluor, HEK293 cAMP cs, Tau filament bind, HADH2 inhib, Caspase-7 inhib, Fluorescein fluor, FLuc inh, Casp1 inh, Rhodamine autofl
> CCOC(=O)N1CCN(C(=O)C(NS(=O)(=O)c2cccc3nsnc23)c2ccccc2)CC1 (configuration not stated)
  16%, 23%, ?, 2%, -16%, -1%, -2%, i, -1%, 3%, i
> CCN(CC)C(=O)CSc1nc(O)cc(=O)n1-c1ccccc1OC
  -6%, 32%[activator], nt, -2%, -3%, 19%, 1%, nt, -1%, -1%, nt
> CCCn1c(=O)c2ccccc2n2c(SCC(=O)/C(C#N)=C(\C)N)nnc12
  9%, 5%, ?, ?, 14%, 11%, -2%, ?, -1%, 4%, i
> COc1ccc(CCNC(=O)c2sc(=S)n(C)c2N)cc1
  -2%, 5%, ?, -9%, 10%, 7%, -23%, i, 0%, ?, i
> CC(=O)OC(C(=O)NCc1ccco1)c1cccnc1 (configuration not stated)
  17%, -8%, i, 6%, 7%, -3%, -2%, i, 3%, -3%, i
> CCOc1ccc(N(CC(=O)NCc2ccco2)S(=O)(=O)c2ccc(OC)c(OC)c2)cc1
  -25%, 26%[7.66 µM], nt, 9%[11.4 µM], 174%[11.4 µM], -8%[11.4 µM], -7%, nt, 2%, -3%, nt
> COc1ccc(Cl)cc1CSc1n[nH]c(C)n1
  -1%, -3%, ?, 0%, -10%, -5%, 0%, i, 0%, 0%, i
> c1ccc(-c2nn3c(-c4ccncc4)nnc3s2)nc1
  ?, 6%, i, 7%, 13µM*, 10µM*, -4%, ?, -13%, -4%, i
> CCOc1ccccc1NC(=O)C1CCCN(S(=O)(=O)c2cccc3cccnc23)C1 (configuration not stated)
  -24%, nt, nt, 13%, -18%, 5%, -2%, nt, 0%, 0%, nt
> O=C(CN1C(=O)c2ccccc2S1(=O)=O)N1CCN(c2cccc(Cl)c2)CC1
  -2%, 28%, i, 19%, -11%, 9%, -2%, i, 0%, 1%, i

Screens in order: ERK AVP inh, USP2a inhib, Texas Red fluor, HEK293 cAMP cs, Tau filament bind, HADH2 inhib, Caspase-7 inhib, Fluorescein fluor, FLuc inh, Casp1 inh, Rhodamine autofl
> O=C(NC1CCCCC1)NC1CCN(S(=O)(=O)c2ccc3c(c2)OCCO3)CC1
  2%, -1%, ?, 5%, -8%, 5%, 5%, i, 1%, -2%, i
> Cc1occc1-c1nnc(SCC(=O)c2ccc(F)cc2)o1
  10%, 5%, i, ?, 9%, -7%, -2%, i, -2%, 2%, i
> O=c1[nH]c(C2CCCN(S(=O)(=O)c3ccccc3)C2)nc2c1nnn2Cc1ccccc1F (configuration not stated)
  ?, 38%[activator], i, 5%, 65%, -5%, -7%, i, 0%, 0%, i
> COc1ccc2[nH]c(=O)c(CN(C3CCCCC3)C(c3nnnn3Cc3ccco3)C(C)C)cc2c1 (configuration not stated)
  -18%, 20%, i, 24%, 31%, -20%, ?, i, -14%, ?, i
> O=S(=O)(c1cccc(S(=O)(=O)N2CCN(c3ncccn3)CC2)c1)N1CCOCC1
  -4%, nt, i, 2%, -8%, 10%, 1%, i, 2%, -2%, i
> CCc1ccc2[nH]c(=O)c(C(c3nnnn3CCOC)N3CCN(c4ccccc4)CC3)cc2c1 (configuration not stated)
  ?, 21%, i, 2%, -7%, -11%, 1%[0.00368 µM], ?, -5%, -10%, i
> CC(=O)c1c(C)nn(CC(O)COc2ccc3c(c2)CCC3)c1C (configuration not stated)
  -27%, 5%, i, 13%, -2%, 10%, 1%, i, 0%, 0%, i
> NC(=O)C1CCN(c2oc(-c3ccccc3F)nc2S(=O)(=O)c2ccc(Cl)cc2)CC1
  -9%, 8%, ?, 5%, 18%, -4%, 0%, i, -1%, -1%, i
> COc1ccc(-n2nnc3c(=O)n(CC(=O)NCC4CCCO4)cnc32)cc1 (configuration not stated)
  5%, 5%, i, -4%, 4%, 12%, 2%, i, 0%, 0%, i
> Cc1ccccc1OCCn1nc(C(=O)O)c2ccccc2c1=O
  0%, 10%, i, ?, -12%, -8%, -4%, i, 2%, -1%, i

Screens in order: ERK AVP inh, USP2a inhib, Texas Red fluor, HEK293 cAMP cs, Tau filament bind, HADH2 inhib, Caspase-7 inhib, Fluorescein fluor, FLuc inh, Casp1 inh, Rhodamine autofl
> Cc1ccc2cc(CN(Cc3ccco3)C(=O)c3ccccc3)c(=O)[nH]c2c1C
  21%, -2%, i, ?, 15%, 4%, -3%, ?, 1%, 0%, i
> O=C(CC1CCCCC1)NCc1cn2ccsc2n1
  -7%, 1%, i, 3%, -4%, 5%, -1%, i, 2%, 4%, i
> CCOC(=O)CNS(=O)(=O)CCN1C(=O)c2ccccc2C1=O
  13%, -7%, nt, -9%, 10%, -3%, -1%, nt, 0%, -1%, nt
> O=C(Nc1ccc(-n2nncc2-c2ccco2)cc1)c1ccc(F)cc1
  -27%, 14%, i, 12%, -28%, 0%, -1%, i, 3%, -3%, i
> CCOC(=O)c1[nH]c(COC(=O)C2CC(=O)N(Cc3ccccc3)C2)c(C(=O)OCC)c1C (configuration not stated)
  ?, 24%, ?, 25µM*, 10%, 0%, 1%, ?, -1%, 0%, i
> Cn1c(=O)cc(OCC(=O)NCc2ccccn2)c2ccccc21
  9%, -4%, i, -4%, 5%, 7%, 2%, i, -2%, 2%, i
> CC1CCCC(NC(=O)c2cn(C)c3ccc(S(=O)(=O)N4CCCC4)cc3c2=O)C1C (configuration not stated)
  ?, 41%[activator], i, -9%, 1%, -1%, -3%, i, 3%, 0%, i
> NC(=O)c1ccc(OCC(F)(F)C(F)(F)C(F)(F)C(F)(F)C(F)(F)C(F)F)cc1
  -18%, ?, i, 7%, 4%, -2%, 1%, i, 3%, 0%, i
> Cc1ccccc1-c1nc(CN2CCCC(C(=O)NCc3cccnc3)C2)c(C)o1 (configuration not stated)
  10%, 12%, ?, 14%, -2%, 6%, -1%, i, 0%, 3%, i
> CCS(=O)(=O)c1ccc2oc(SCC(=O)c3ccco3)nc2c1
  0%, 3%, i, 3%, -11%, -28%, -1%[0.00368 µM], i, -5%, -1%, i

Screens in order: ERK AVP inh, USP2a inhib, Texas Red fluor, HEK293 cAMP cs, Tau filament bind, HADH2 inhib, Caspase-7 inhib, Fluorescein fluor, FLuc inh, Casp1 inh, Rhodamine autofl
> Cc1cc(C)n(-c2nc3ccccc3nc2Nc2ccc(CC(=O)O)cc2)n1
  nt, nt, nt, 7%, -18%, -2%, -12%, nt, 2%, -7%, nt
> CCn1c2ccccc2c2cc(NC(=O)CCCN3C(=O)CCC3=O)ccc21
  -19%, 31%[activator], i, 4%, -13%, 16%, 0%, i, -1%, -2%, i
> CC(C)OP(=O)(c1ccc(N(C)C)cc1)C(O)c1ccccc1F (configuration not stated)
  9%, 8%, ?, 12%, -16%, 9%, -1%, ?, 1%, 3%, i
> CCN(CC)c1nc(N)c2c(N)n(-c3ccccc3C)c(=S)c(C#N)c2c1C#N
  -14%, 1%, i, 5%, -1%, ?, -5%, i, -2%, -3%, i
> CC(=O)N1CCC2(CCCN(Cc3cc(C(F)(F)F)cc(C(F)(F)F)c3)C2)CC1
  2%, 17%, i, ?, 5%, -4%, 0%, i, 0%[11.4 µM], 0%, i
> CCOC(=O)CCC(=O)N1CCOCCN(C(=O)CCC(=O)OCC)CCOCC1
  -2%, -5%, ?, ?, 0%, -12%, -4%, i, 0%, -2%, i
> CCOc1ncccc1C(=O)OCC(=O)N1CCN(S(=O)(=O)c2ccccc2)CC1
  8%, 12%, ?, -3%, 9%, -6%, 0%, i, 1%, 2%, i
> COc1ccc(NC(=O)c2c(-c3ccccc3)noc2C)c(OC)c1
  -17%, 3%[7.66 µM], nt, 10%[11.4 µM], -9%[11.4 µM], 6%[11.4 µM], 1%, nt, 3%, 1%, nt
> Cn1c(=O)c2c(nc(CN3CCOCC3)n2CCN2CCOCC2)n(C)c1=O
  7%, 7%, i, -4%, -4%, 9%, -2%, i, 0%, 2%, i
> CC(C)CCNC(=O)NC(=O)CN1C(=O)NC2(CCCCC2)C1=O
  -5%, 9%, i, -4%, -4%, 9%, -4%, ?, -32%, 0%, i

Compound profiles (already shown). Order of values: ERK AVP inh	USP2a inhib	Texas Red fluor	HEK293 cAMP cs	Tau filament bind	HADH2 inhib	Caspase-7 inhib	Fluorescein fluor	FLuc inh	Casp1 inh	Rhodamine autofl
CCN(CC)c1nc(N)c2c(N)n(-c3ccccc3C)c(=S)c(C#N)c2c1C#N reads -14%	1%	i	5%	-1%	?	-5%	i	-2%	-3%	i
CCOC(=O)CCC(=O)N1CCOCCN(C(=O)CCC(=O)OCC)CCOCC1 reads -2%	-5%	?	?	0%	-12%	-4%	i	0%	-2%	i
